Assay outcomes (PubChem)
HTR5A inv ag: HTR5A inverse agonists in luminescence cell assay, primary screen, counter-screen for OPRM1-OPRD1 heterodimer inverse agonist project, full-deck HTS; AID 504634, 2011; HTR5A cell line, inverse agonism; 5-hydroxytryptamine receptor 5A (Homo sapiens), P47898; 340,000 tested, 0.083% active; inhibition, % at 9.3 µM; in the data active = inhibition mostly above about 23%, no sharp cut-off; inactive = mostly below about 18%;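 note: 0% = cells with DMSO and 100% = no-cell wells with DMSO; some compounds called inactive have numbers as strong as hits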
Mot1-301 SUMO: yeast Mot1-301 growth rescue at high temperature, primary screen, SUMOylation pathway inhibitor project, S. cerevisiae, ATP luminescence, 38.5C; AID 2716, 2010; growth rescue, % at 18.8 µM; 320,000 tested, 1% active; S. cerevisiae Mot1-301 growth rescue; percent above DMSO median, 100 means doubled;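 active = every valid replicate shows activation above 250% relative to neutral control wells; inactive = the rest, any valid replicate at or below 250%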;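 note: OY570 slx delta 5 strain wells were the positive control but not used for scaling; some compounds called inactive have numbers as strong as hits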
DSG3 Ab inh: inhibitors of pemphigus antibody binding to DSG3, primary screen, biochemical, bead-based, flow cytometry, scFv-GFP; Desmoglein-3 (Homo sapiens), P32926; DSG3-coupled beads, scFv-anti-DSG3-GFP binding; hits give low values; binding (percent of control), % at 10 µM; 310,000 tested, 0.48% active; AID 588358, 2011;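 active = binding more than 3 SD below its plate's average and above zero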;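 note: hits lower antibody fragment binding to DSG3; some compounds called inactive have numbers as strong as hits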
AddAB inh: growth inhibition of E. coli expressing H. pylori AddAB, primary screen, AddAB inhibitor project, absorbance; AID 435030, 2010; inhibition, % at 11.9 µM; 330,000 tested, 0.29% active; in the data active = inhibition above about 12%;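 note: 0% = vehicle wells of infected cells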
PfHsp90 set2: growth inhibition of PfHsp90-expressing yeast, primary screen, antimalarial PfHsp90 inhibitor project, S. cerevisiae, BacTiter-Glo luminescence, single point, set 2; AID 504621, 2011; BacTiter-Glo ATP, 48 h; yeast lacking PDR1 and PDR3 efflux regulators; inhibition, % at 9.4 µM; 310,000 tested, 0.32% active;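 active = every replicate shows inhibition above about 80%, whatever the replicate mean, limit read from the data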;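 note: 0% = DMSO neutral controls and 100% = 20 µM radicicol positive controls; yeast relying on Plasmodium falciparum Hsp90 in place of its own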
Ecoli viability: E. coli V3065 growth inhibition, primary screen, counter-screen for AddAB inhibitor project, absorbance, OD600. 330,000 tested, 0.27% active. 18 h. inhibition, % at 11.9 µM;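 active = inhibition above the campaign's mean inhibition across all tested compounds plus 3 SD, cut at about 9.9% in these data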;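 note: uninfected addAB+ strain grown without phage in ampicillin broth; 0% = DMSO wells and 100% = ciprofloxacin 0.95 µg/ml wells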
PKA-R1A activ: activators of PKA-R1A holoenzyme, primary screen, biochemical, fluorescence polarization, Cy5-IP20, bovine R1A, mouse PKAc; PKA-R1A dissociation; scaled: DMSO 0%, 113 µM cGMP 100%; activation, % at 11.4 µM; AID 504707, 2011; cAMP-dependent protein kinase type I-alpha regulatory subunit (Bos taurus) + …; 340,000 tested, 0.083% active;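 active = percent activation above the mean of all tested compounds plus 3 SD, cut at about 19% in these data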;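 note: higher means more PKAc released from R1A so a rise in polarization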
phage Ecoli inh: growth loss of phage-infected E. coli, primary screen, RecBCD inhibitor project, absorbance, with phage, HTS; inhibition, % at 11.9 µM; 360,000 tested, 0.26% active; in the data active = inhibition above about 11%
HTR5A ag: HTR5A agonists in luminescence cell assay, primary screen, counter-screen for OPRM1-OPRD1 heterodimer agonist project, full-deck HTS; 340,000 tested, 0.61% active; cell-based; 5-hydroxytryptamine receptor 5A (Homo sapiens), P47898; activation, % at 9.3 µM; in the data active = activation mostly above about 9.5%, no sharp cut-off; inactive = mostly below about 7.6%;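 note: 0% = cells with vehicle only and 100% = reference agonist; strong numbers were not always called active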
MOR-DOR inv ag: inverse agonists of MOR-DOR heterodimerization, primary screen, cell-based, luminescence; Mu-type opioid receptor (Homo sapiens) + Delta-type opioid receptor (Homo sapiens), …; inhibition, % at 9.3 µM; cell-based MOR-DOR heterodimer luminescence, inverse agonism; 340,000 tested, 0.21% active; in the data active = inhibition above about 22%, passing the limit was not always enough;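 note: 0% = cells with DMSO and 100% = wells without cells with DMSO; values of inactives mirror those of a sister screen read the other way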
Target sequence (P35372 whole entry, looked up): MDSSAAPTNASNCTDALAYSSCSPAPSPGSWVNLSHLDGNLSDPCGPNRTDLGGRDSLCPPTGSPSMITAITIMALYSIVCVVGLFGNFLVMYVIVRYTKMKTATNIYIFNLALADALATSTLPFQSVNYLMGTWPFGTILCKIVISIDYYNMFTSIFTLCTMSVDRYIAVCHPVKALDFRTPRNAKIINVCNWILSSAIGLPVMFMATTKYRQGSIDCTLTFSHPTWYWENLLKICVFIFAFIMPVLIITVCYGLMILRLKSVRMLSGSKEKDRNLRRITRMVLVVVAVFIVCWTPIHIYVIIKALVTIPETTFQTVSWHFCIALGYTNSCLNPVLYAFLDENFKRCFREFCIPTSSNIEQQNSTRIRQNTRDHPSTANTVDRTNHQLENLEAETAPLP
Target sequence (P41143 whole entry, looked up): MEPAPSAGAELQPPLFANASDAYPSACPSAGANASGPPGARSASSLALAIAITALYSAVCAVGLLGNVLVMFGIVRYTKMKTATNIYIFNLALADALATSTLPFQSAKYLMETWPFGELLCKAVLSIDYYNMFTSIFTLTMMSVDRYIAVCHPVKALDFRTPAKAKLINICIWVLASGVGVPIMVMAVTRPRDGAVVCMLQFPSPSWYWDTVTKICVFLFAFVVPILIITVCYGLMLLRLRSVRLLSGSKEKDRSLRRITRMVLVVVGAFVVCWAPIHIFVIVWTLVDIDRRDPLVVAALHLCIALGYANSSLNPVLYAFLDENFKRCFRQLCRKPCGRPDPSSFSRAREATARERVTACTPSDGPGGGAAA
OPRM1-OPRD1 ag: agonists of OPRM1-OPRD1 heterodimerization, primary screen, cell-based, luminescence | Mu-type opioid receptor (Homo sapiens) + Delta-type opioid receptor (Homo sapiens), … | activation, % at 9.3 µM | AID 504326, 2011 | cells | 340,000 tested, 0.3% active; in the data active = activation above about 18%;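 note: 0% = vehicle-treated cells and 100% = reference agonist; values of inactives mirror those of a sister screen read the other way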
Active calls of the source: *; · = no result given. Compounds were not picked by outcome. Share with any hit: about 3.2%.

1) O=C1OC(CN2CCOCC2)CN1N=Cc1ccc([N+](=O)[O-])o1 (stereo not given)
2) Nc1ccccc1S(=O)(=O)C(F)F
3) O=C(NC1CCCCC1)c1ccc(CS(=O)Cc2ccccc2Cl)o1 (stereo not given)
4) Cc1cc(C)n2ncc(C(=O)NCc3cccnc3)c2n1
5) COc1ccc(C(=O)C2CCCN(C(=O)C3=CCCC3)C2)c(C)c1 (stereo not given)
Assay by compound	1	2	3	4	5
HTR5A inv ag	-22	18	8	11	-1
Mot1-301 SUMO	-1	-3	-1	16	-11
DSG3 Ab inh	97	104	102	·	93
AddAB inh	98*	-3.0	2.9	1.0	0.1
PfHsp90 set2	5	-2	14	0	28
Ecoli viability	99*	-1.2	1.1	-2.5	-1.1
PKA-R1A activ	-5	4	0	-6	-2
phage Ecoli inh	86*	1.3	0.3	-0.6	1.7
HTR5A ag	6	-3	2	-5	-2
MOR-DOR inv ag	-31	6	4	-2	13
OPRM1-OPRD1 ag	5.8	-1.2	-0.7	0.6	-2.6

6) Cc1ccc(NC(=O)CSc2nnnn2-c2cccnc2)c(C)c1
7) COc1cc(C(=O)Nc2ccc3c(c2)C(=O)N(CCC(=O)O)C3=O)cc(OC)c1OC
8) O=C(O)CC(CC(=O)O)c1ccsc1
9) Cc1ccccc1C(=O)c1c[nH]c(C(=O)NCCc2ccccn2)c1
10) Cc1nn(C)cc1/C=N/NC(=O)c1ccco1
Assay by compound	6	7	8	9	10
HTR5A inv ag	3	8	7	3	9
Mot1-301 SUMO	-15	6	-13	-7	-12
DSG3 Ab inh	·	·	97	·	·
AddAB inh	-1.0	4.6	0.7	5.1	-1.3
PfHsp90 set2	4	32	2	1	7
Ecoli viability	1.1	0.5	-0.6	-1.6	0.2
PKA-R1A activ	8	-14	1	1	-4
phage Ecoli inh	0.9	2.8	1.8	2.1	1.5
HTR5A ag	1	1	1	-1	-2
MOR-DOR inv ag	-1	9	19	15	19
OPRM1-OPRD1 ag	0.2	-2.0	-3.3	-3.2	-3.9

11) COc1cccc(NC(=O)CN(C)C(=O)c2ccc(NC(=O)CC3SC(N4CCCC4)=NC3=O)cc2)c1 (stereo not given)
12) O=C(O)c1cc(NCc2ccccc2)ccc1N1CCOCC1
13) COc1c(C)cc(S(=O)(=O)NCCN2CCOCC2)c(C)c1C
14) CN(C1CCS(=O)(=O)C1)S(=O)(=O)c1ccccc1 (stereo not given)
15) O=C(N/N=C\c1c(F)c(F)c(F)c(F)c1F)c1ccc(-c2ccccc2)cc1
Assay by compound	11	12	13	14	15
HTR5A inv ag	14	4	-26	5	-24
Mot1-301 SUMO	·	1	2	62	15
DSG3 Ab inh	100	101	111	99	103
AddAB inh	·	1.9	-4.3	2.9	0.1
PfHsp90 set2	7	6	-33	20	-10
Ecoli viability	·	1.5	-0.9	-0.6	0.3
PKA-R1A activ	0	6	-1	-1	-5
phage Ecoli inh	0.3	2.5	2.1	4.7	-0.9
HTR5A ag	-3	-2	-2	1	-3
MOR-DOR inv ag	8	-2	13	12	13
OPRM1-OPRD1 ag	-1.9	0.3	-2.5	-2.5	-2.3

16) O=C(Nc1ccccc1O)c1ccc2c(c1)C(=O)N(Cc1ccco1)C2=O
17) Cc1ccc(/C=N/NC(=O)c2c[nH]c3ccccc23)s1
18) Cc1ccc(CNCC(=O)Nc2ccc(C)cc2Br)cc1
19) CC(=O)c1ccc(NC(=S)N(C)C2CCN(C)CC2)cc1
20) COC(=O)c1ccc(N2C(=O)CC(N3CCOCC3)C2=O)cc1 (stereo not given)
Assay by compound	16	17	18	19	20
HTR5A inv ag	-15	8	13	0	-3
Mot1-301 SUMO	3	15	30	27	6
DSG3 Ab inh	·	101	115	117	98
AddAB inh	·	-0.1	0.3	1.2	1.4
PfHsp90 set2	-21	8	·	11	15
Ecoli viability	·	2.4	1.3	2.3	-1.9
PKA-R1A activ	-8	-2	-10	0	5
phage Ecoli inh	-0.1	2.3	3.8	0.2	1.1
HTR5A ag	4	-3	12*	0	1
MOR-DOR inv ag	-13	8	-10	10	3
OPRM1-OPRD1 ag	2.3	-1.5	2.0	-1.9	-0.5

21) Cc1ccccc1NC(=O)Cn1cccc1
22) COc1cccc(-n2c(=O)c3c(C)c(C(=O)N(C)C)sc3n(CC(=O)NCC3CCCO3)c2=O)c1 (stereo not given)
23) O=C(N/N=C/c1ccc(F)cc1)c1cc(-c2ccc3c(c2)OCO3)n[nH]1
24) COc1cccc(C(=O)C2CCCN(C(=O)CCC3=NNC(=O)CC3)C2)c1 (stereo not given)
25) O=c1cc(N=Nc2ccc(Cl)cc2)[nH]c(=O)[nH]1
Assay by compound	21	22	23	24	25
HTR5A inv ag	0	-36	-3	4	-5
Mot1-301 SUMO	-6	2	3	15	224
DSG3 Ab inh	105	·	97	97	100
AddAB inh	0.9	1.1	-1.8	1.6	1.8
PfHsp90 set2	-33	5	1	-6	30
Ecoli viability	-0.8	2.0	-1.8	1.3	0.8
PKA-R1A activ	8	-6	-2	-5	-2
phage Ecoli inh	3.3	-0.6	-3.6	4.5	1.0
HTR5A ag	-2	-2	3	-1	1
MOR-DOR inv ag	10	4	5	15	-8
OPRM1-OPRD1 ag	-1.8	-0.9	-0.9	-3.0	1.6

26) Cc1ccc(S(=O)(=O)N2CCC(C(=O)N/N=C/c3cccnc3)CC2)cc1
27) O=C(CN(Cc1ccccc1)S(=O)(=O)c1ccc(F)cc1)NCCC1=CCCCC1
28) COCCCN1C(=O)c2ccc(C(=O)N3CCN(c4ccc(OC)cc4)CC3)cc2C1=O
29) CN(Cc1ccccc1)C(=O)COc1cc(=O)n(C)c2ccccc12
30) COC(=O)C1=C(N)Oc2c(oc(CO)cc2=O)C1c1c(F)cccc1Cl (stereo not given)
Assay by compound	26	27	28	29	30
HTR5A inv ag	19	-19	-20	-34	10
Mot1-301 SUMO	-13	-10	-5	2	-2
DSG3 Ab inh	124	·	104	·	101
AddAB inh	4.1	3.2	2.7	1.0	4.2
PfHsp90 set2	12	-48	-8	·	1
Ecoli viability	2.0	-0.3	1.1	-1.8	1.1
PKA-R1A activ	8	2	-1	-3	-6
phage Ecoli inh	2.6	-0.2	0.9	2.3	0.7
HTR5A ag	-3	6	4	4	-4
MOR-DOR inv ag	21	-24	13	1	10
OPRM1-OPRD1 ag	-3.9	4.7	-2.6	-0.1	-1.9

Next part, starting with the last 2 of the part before.
29) CN(Cc1ccccc1)C(=O)COc1cc(=O)n(C)c2ccccc12
30) COC(=O)C1=C(N)Oc2c(oc(CO)cc2=O)C1c1c(F)cccc1Cl (stereo not given)
31) C/C(=N/NC(=O)CNC(=O)Cc1ccccc1)c1ccc(Cl)cc1
32) CC(C)CCNC(=O)CCCCn1c(=O)[nH]c2ccsc2c1=O
33) COc1cc(C(=O)NCCN2CCCC2)cc(OC)c1OC
34) CC1(CC(=O)N/N=C/c2cc3c(cc2Br)OCO3)OCCO1
35) Cc1ccc(-c2cc(C(=O)N3CC4(C)CC3CC(C)(C)C4)no2)cc1 (stereo not given)
Assay by compound	29	30	31	32	33	34	35
HTR5A inv ag	-34	10	·	11	-6	-8	5
Mot1-301 SUMO	2	-2	7	265	-5	-3	142
DSG3 Ab inh	·	101	102	100	105	103	107
AddAB inh	1.0	4.2	1.5	-0.3	2.6	-1.1	1.9
PfHsp90 set2	·	1	5	24	-5	7	2
Ecoli viability	-1.8	1.1	-2.2	-1.2	1.0	-0.7	-0.7
PKA-R1A activ	-3	-6	·	2	-9	0	-12
phage Ecoli inh	2.3	0.7	1.5	1.1	3.7	3.5	0.0
HTR5A ag	4	-4	·	-4	-1	3	5
MOR-DOR inv ag	1	10	·	-4	13	2	-1
OPRM1-OPRD1 ag	-0.1	-1.9	·	0.7	-3.1	-0.3	0.2

36) O=C(O)CN1C(=O)/C(=C\c2ccccc2OCc2ccc(F)cc2)SC1=S
37) COc1ccccc1NC(=S)NNC(=O)c1ccccc1
38) Cc1ccc(C(CNS(=O)(=O)c2ccc(F)cc2C)N2CCN(C)CC2)cc1 (stereo not given)
39) Cc1ccc(NC(=O)CSCC(=O)Nc2cccc(S(=O)(=O)N3CCCCCC3)c2)cc1
40) O=C1CC(Sc2ncccn2)C(=O)N1c1ccccc1 (stereo not given)
Assay by compound	36	37	38	39	40
HTR5A inv ag	-5	17	27	-3	-3
Mot1-301 SUMO	5	·	37	-19	4
DSG3 Ab inh	97	·	97	101	85
AddAB inh	-1.6	2.6	-0.4	0.7	1.4
PfHsp90 set2	-14	-7	6	15	-5
Ecoli viability	-0.4	-0.5	1.6	2.1	-1.4
PKA-R1A activ	-1	4	-3	-7	-9
phage Ecoli inh	-0.6	1.8	1.6	1.7	2.0
HTR5A ag	1	-4	1	1	-5
MOR-DOR inv ag	10	18	0	-14	11
OPRM1-OPRD1 ag	-2.3	-2.8	-0.1	3.2	-1.9

41) CCC(C)(C)NC(=O)C(C(C)C)N(CC1CCCO1)C(=O)CNS(=O)(=O)c1ccccc1 (stereo not given)
42) CCCCCCn1cnc2c(oc3nc4c(cc32)CCCC4)c1=O
43) CCCCOC(=O)C1[C@H]2C(=O)N(c3ccccc3CC)C[C@]23C=C[C@H]1O3 (stereo not given in full)
44) Nc1ccc(-c2nc3ccc(N)cc3o2)cc1
Assay by compound	41	42	43	44
HTR5A inv ag	-23	-13	27	3
Mot1-301 SUMO	-11	-3	-14	-11
DSG3 Ab inh	90	99	106	104
AddAB inh	3.4	0.9	0.2	1.2
PfHsp90 set2	-14	0	1	-11
Ecoli viability	-0.7	3.0	-0.7	0.6
PKA-R1A activ	4	0	0	-1
phage Ecoli inh	1.7	1.6	3.3	4.1
HTR5A ag	8	5	-10	-1
MOR-DOR inv ag	-15	-23	11	2
OPRM1-OPRD1 ag	1.8	3.2	-2.0	-0.3
